CHT block = human CHT choline transport inhibition; CHT-expressing cells, membrane potential dye, choline response; stronger effect = lower value; B-score at 10 µM; hit rate 0.86% among 310,000; AID 488975;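 active = B-score over 3 SD under the library average, and starting fluorescence ratio not unusually high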;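 note: choline stimulus applied at its EC90 after an EC20 pre-addition; B-score computed on integrated fluorescence ratio after choline addition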
Target sequence (Q9GZV3 whole entry, looked up): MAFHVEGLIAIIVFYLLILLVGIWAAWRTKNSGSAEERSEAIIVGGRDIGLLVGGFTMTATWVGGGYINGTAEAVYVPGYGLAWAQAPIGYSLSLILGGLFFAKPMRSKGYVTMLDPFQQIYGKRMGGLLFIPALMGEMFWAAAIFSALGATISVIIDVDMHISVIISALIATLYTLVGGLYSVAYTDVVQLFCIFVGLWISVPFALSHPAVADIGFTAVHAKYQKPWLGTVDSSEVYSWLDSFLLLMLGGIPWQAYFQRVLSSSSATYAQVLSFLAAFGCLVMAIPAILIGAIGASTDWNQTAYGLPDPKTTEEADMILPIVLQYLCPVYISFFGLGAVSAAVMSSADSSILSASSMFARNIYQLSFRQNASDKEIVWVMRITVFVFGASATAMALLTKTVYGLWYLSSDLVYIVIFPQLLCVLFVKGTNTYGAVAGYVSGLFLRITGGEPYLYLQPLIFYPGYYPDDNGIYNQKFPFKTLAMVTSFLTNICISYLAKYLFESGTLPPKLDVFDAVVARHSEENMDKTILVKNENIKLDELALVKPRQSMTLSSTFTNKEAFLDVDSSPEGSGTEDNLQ
KCNQ2 block = KCNQ2 channel blockers in CHO-K1 cells – cell-based, FluxOR thallium flux, B-score, primary screen (AID 2156) | 20 min; stronger effect = lower value | hit rate 1.1% among 310,000 | B-score at 10 µM | O88943;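 active = fluorescence ratio B-score at most minus 3 library SDs, with starting brightness B-score within 2 library SDs, cut at about -5.5 in these data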
* hit, by the source's call.

CC(=O)c1n[nH]nc1Nc1nc(C)cc(C)n1 was read as CHT block inactive and KCNQ2 block inactive.
COc1ccc(S(=O)(=O)N(C)C)cc1NC(=O)CSc1nnc(-c2cccnc2)o1 was read as CHT block inactive and KCNQ2 block inactive.
For O=C(COC(=O)CCCCCN=C1NS(=O)(=O)c2ccccc21)Nc1ccc(Cl)c(Cl)c1 the results were CHT block inactive and KCNQ2 block inactive.
For COc1ccc(NC(=O)Cc2nnc(SCC(=O)c3ccc(F)cc3)n2C)cc1 the results were CHT block inactive and KCNQ2 block inactive.
Cc1ccn2cc(-c3ccc(Br)cc3)nc2c1 was read as CHT block inactive and KCNQ2 block inactive.
COc1cc(OC)c2c(-c3ccccc3)cc(=O)oc2c1C(CC(=O)N1CCOCC1)c1ccc(N(C)C)cc1 (configuration not stated) was read as CHT block inactive and KCNQ2 block inactive.
For O=C(Nc1nnc(-c2ccco2)o1)c1cccc(Cl)c1 the results were CHT block inactive and KCNQ2 block inactive.
c1ccc2c(c1)CCCc1cc(NCCN3CCOCC3)nnc1-2 was read as CHT block inactive.
Screening CC(=O)NC(Cc1cc(C)ccc1C)C(=O)N1CCN(C(=O)c2ccc(Br)cc2)CC1 (configuration not stated) returned CHT block inactive and KCNQ2 block inactive.
For Cc1ccc(C2=NCCn3c2c2ccccc2[n+]3[O-])cc1 the results were CHT block inactive and KCNQ2 block inactive.
For CCNC(=O)NC(=O)C(C)OC(=O)c1oc2ccc(OC)cc2c1C (configuration not stated) the results were CHT block inactive and KCNQ2 block inactive.
For S=C(NC1CCCCC1)NN(c1ccccc1)c1ccccc1 the results were CHT block inactive and KCNQ2 block inactive.
For CN(C)c1oc(-c2ccc(OCc3ccc(Cl)cc3)cc2)nc1C#N the results were CHT block inactive and KCNQ2 block inactive.
Screening CCCCn1c(N)c(N(CC(C)C)C(=O)c2cccc(S(=O)(=O)N3CCCCC3)c2)c(=O)[nH]c1=O returned CHT block inactive and KCNQ2 block inactive.
c1csc(CNCc2ccncc2)c1 was read as CHT block inactive and KCNQ2 block inactive.
Screening Cc1cccc(C)c1NC1=NC(=S)N(c2ccc(N(C)C)cc2)C1(C)C returned CHT block inactive and KCNQ2 block inactive.
CC(Oc1cc(C(F)(F)F)cc(C(F)(F)F)c1)C(=O)NC(N)=O (configuration not stated) was read as CHT block inactive and KCNQ2 block inactive.
C=CCNc1nc2ccccc2nc1NS(=O)(=O)c1ccc(OC)cc1 was read as CHT block inactive and KCNQ2 block inactive.
Screening Cc1nnc(SCC(=O)Nc2cc(Cl)ccc2Cl)n1CC1CCCO1 (configuration not stated) returned CHT block inactive and KCNQ2 block inactive.
For Cc1ccc2oc3nc(C)c(C(=O)Nc4cccc(C(F)(F)F)c4)cc3c(=O)c2c1 the results were CHT block inactive and KCNQ2 block inactive.
COC(=O)NCC(c1ccco1)N1CCN(c2ccccc2)CC1 (configuration not stated) was read as CHT block inactive and KCNQ2 block inactive.
Screening COc1ccc(CC(=O)Nc2ccc(-c3ccc4nnc(C)n4n3)cc2)cc1OC returned CHT block inactive and KCNQ2 block inactive.
Screening CCCc1cc(C(N)=O)c(NC(=O)C2CCCO2)s1 (configuration not stated) returned CHT block inactive and KCNQ2 block inactive.
`O=C(O)Cn1nnc(COc2ccccc2)n1` gave CHT block inactive and KCNQ2 block inactive.
`CC1(C)C2CCC1(CS(=O)(=O)N1CCC(C(N)=O)CC1)C(=O)C2` (configuration not stated) gave CHT block inactive and KCNQ2 block inactive.
O=C1CCC(CCC(=O)N2CCCC(C(=O)c3ccc4c5c(cccc35)CC4)C2)=NN1 (configuration not stated) was read as CHT block inactive and KCNQ2 block inactive.
`CC1CC2(CCCCC2)Nc2ccc3ccccc3c21` (configuration not stated) gave CHT block inactive and KCNQ2 block inactive.
COc1ccc(-n2c(Cc3cccn3C)nnc2SCC(=O)N2CCC(C)CC2)cc1 was read as CHT block inactive and KCNQ2 block inactive.
Screening CN(c1ccc(C(=O)N2CCN(Cc3ccc4c(c3)OCO4)CC2)cc1)S(=O)(=O)c1ccccc1 returned CHT block inactive and KCNQ2 block inactive.
Screening CCOC(=O)C1CCCN(c2c(NCCc3ccc(Cl)cc3)c(=O)c2=O)C1 (configuration not stated) returned CHT block inactive and KCNQ2 block inactive.
For O=C(NCCc1c[nH]c2ccccc12)c1ccco1 the results were CHT block inactive and KCNQ2 block inactive.
For Cc1cccc(NCc2ccc(N(C)C)cc2)n1 the results were CHT block inactive and KCNQ2 block inactive.
For CCC(=O)NC(=S)NNC(=O)c1ccc(O)cc1 the results were CHT block inactive and KCNQ2 block inactive.
For COc1ccc(Nc2cc(C)nc3nc(C)nn23)c(OC)c1 the results were CHT block inactive and KCNQ2 block inactive.
COc1cccc(C(C(=O)NC2CCCC2)N(Cc2ccc(C)cc2)C(=O)c2ccco2)c1OC (configuration not stated) was read as CHT block inactive and KCNQ2 block inactive.
`CCn1c(=N)c(S(=O)(=O)c2ccc(Cl)cc2)cc2c(=O)n3ccccc3nc21` gave CHT block inactive and KCNQ2 block inactive.
`N/C(=N\OC(=O)C1CCCCC1)c1cccc(Br)c1` gave CHT block inactive and KCNQ2 block inactive.
`CC1CCN(c2ccccc2NC(=S)NC(=O)C(C)(C)C)CC1` gave CHT block inactive and KCNQ2 block inactive.
Screening CC(C)(C)c1ccc(OCCC(=O)Nc2cccc(S(=O)(=O)N3CCOCC3)c2)cc1 returned CHT block inactive and KCNQ2 block inactive.
Screening O=C(NCc1nnc2c(C(F)(F)F)cc(Cl)cn12)c1ccco1 returned CHT block inactive and KCNQ2 block inactive.
For O=S1(=O)N=C2CCCCCN2C(c2ccccc2)N1 (configuration not stated) the results were CHT block inactive and KCNQ2 block inactive.
Cc1cccc(NC(=O)N2CCC(n3nnc4cc(C)ccc43)CC2)c1 was read as CHT block inactive and KCNQ2 block inactive.
Cc1ccc(N)cc1CN1CCCC1=O was read as CHT block inactive and KCNQ2 block inactive.
CC(C(=O)O)N(c1ccccc1Cl)S(C)(=O)=O (configuration not stated) was read as CHT block inactive.
Cc1ccc(C(=O)Nc2sc(Cc3ccc4c(c3)OCO4)c(C)c2C(N)=O)cc1 was read as CHT block inactive and KCNQ2 block inactive.
Screening CCOC(=O)C1=C(C)NC(=O)NC1c1c(C)nn(-c2ccccc2)c1Cl (configuration not stated) returned CHT block inactive and KCNQ2 block inactive.
Screening O=C(Cn1c(=O)n(CCCC(=O)NC2CCCC2)c(=O)c2ccccc21)NCCC1=CCCCC1 returned CHT block inactive and KCNQ2 block inactive.
`CC(=O)c1ccc(NC(=O)c2cc(Cl)nc3ccccc23)cc1` gave CHT block inactive and KCNQ2 block inactive.
Screening COC(=O)/C(C#N)=C/c1c(N2CCCCCC2)nc2c(C)cccn2c1=O returned KCNQ2 block inactive.
CC(C)CNC(=O)COC(=O)CNC(=O)c1cc(Cl)cc([N+](=O)[O-])c1 was read as CHT block inactive and KCNQ2 block inactive.
`CS(=O)(=O)c1ccc2nc(NC(=O)c3ccc(Cl)cc3)sc2c1` gave CHT block inactive and KCNQ2 block inactive.
`CSc1ccccc1NC(=O)c1cc(C)on1` gave CHT block inactive and KCNQ2 block inactive.
COC(=O)Nc1ccc(S(=O)(=O)N2CCCc3cccc(O)c32)cc1 was read as CHT block inactive and KCNQ2 block inactive.
Screening Cc1ccnc2nc(C(=O)Nc3ccc(S(=O)(=O)N4CCCC4)cc3)nn12 returned CHT block inactive and KCNQ2 block inactive.
Cc1cc(C)c(OCC(=O)OCC(=O)N2CCCc3ccccc32)c(C)c1 was read as CHT block inactive and KCNQ2 block inactive.
CC(=O)Nc1ccc(S(=O)(=O)n2nc(-c3ccc(C)cc3)nc2N)cc1 was read as CHT block inactive and KCNQ2 block inactive.
`CC(C)(C)Nc1nc(N2CCCC2)nc(N2CCCC2)n1` gave CHT block inactive and KCNQ2 block inactive.
Screening CCCCNS(=O)(=O)c1ccc(OC)cc1 returned CHT block inactive and KCNQ2 block inactive.
Screening CC(Nc1nc(-c2ccc(F)cc2)cs1)c1nc2cc(Cl)c(N3CCCCC3)cc2n1CCCO (configuration not stated) returned CHT block inactive and KCNQ2 block inactive.
Screening COc1ccc(C(=O)NC2CCN(S(=O)(=O)c3ccccc3)CC2)cc1 returned CHT block inactive and KCNQ2 block inactive.
Screening O=C(COc1ccc([N+](=O)[O-])cc1)Nc1cccc2nsnc12 returned CHT block inactive and KCNQ2 block inactive.
CCOc1cc(/C=N\NC(=O)C2C(=O)NCC2c2ccccc2)ccc1OC (configuration not stated) was read as CHT block inactive and KCNQ2 block inactive.
Screening O=C(OCC(=O)N1CCCC1)c1ccc(OC(F)(F)F)cc1 returned CHT block inactive and KCNQ2 block inactive.
Screening Cc1nc2ccc(S(=O)(=O)NC(C(=O)N3CCCC3)C(C)C)cc2s1 (configuration not stated) returned CHT block inactive and KCNQ2 block inactive.
Cc1cc(C)n(/N=C/c2ccco2)c(=O)c1C#N was read as CHT block inactive and KCNQ2 block inactive.
CC1CN(C(=O)N2CCOCC2)CCN1C(=O)N1CCOCC1 (configuration not stated) was read as CHT block inactive and KCNQ2 block inactive.
`CCN(Cc1ccncc1)Cc1cn(C)nc1-c1ccc(Oc2ccccc2)cc1` gave CHT block inactive and KCNQ2 block inactive.
Screening Cc1ccc2[nH]c3c(c2c1)CCCC3NC(=O)CCl (configuration not stated) returned CHT block inactive and KCNQ2 block inactive.
`Cc1ccc(C(=O)N2CCCC(CCC(=O)N3CCN(c4ccccn4)CC3)C2)cc1C` (configuration not stated) gave CHT block inactive and KCNQ2 block inactive.
For O=C(Nc1ccccc1Cl)Nc1ccccc1Cl the results were CHT block inactive and KCNQ2 block inactive.
For S=C(NNc1ccnc2cc(Cl)ccc12)Nc1ccccc1Cl the results were CHT block inactive and KCNQ2 block inactive.
For C[C@H](C(=O)NCc1ccccc1)C(=O)c1ccccc1 the results were CHT block inactive and KCNQ2 block inactive.
For NC(=O)c1cc2ccccc2o/c1=N\NC(=O)c1ccncc1 the results were CHT block inactive and KCNQ2 block inactive.
`Oc1ccc(N=C/C=C/c2cccc(Br)c2)cc1-c1nc2ccccc2s1` gave CHT block inactive and KCNQ2 block inactive.
For CCCCn1c(N)c(N(Cc2ccccc2OC)C(=O)CCC(C)C)c(=O)[nH]c1=O the results were CHT block inactive and KCNQ2 block inactive.
CCOc1cccc(CNCc2ccc(C(=O)O)cc2)c1 was read as CHT block inactive and KCNQ2 block inactive.
Cc1coc2c1c(C)cc1oc(=O)c(CC(=O)NCCCN3CCCC3=O)c(C)c12 was read as CHT block inactive and KCNQ2 block inactive.
Screening COc1cccc(N(C(=O)Cn2nnc(-c3cccs3)n2)C(C(=O)NC2CCCCC2)c2ccncc2)c1 (configuration not stated) returned CHT block inactive and KCNQ2 block inactive.
For N/C(=N\NC(=O)c1cccs1)c1cc2ccccc2oc1=O the results were CHT block inactive and KCNQ2 block inactive.
For COc1ccc(C2c3c(oc4ccc(Cl)cc4c3=O)C(=O)N2CCN2CCOCC2)cc1 (configuration not stated) the results were CHT block inactive and KCNQ2 block -6.6*.
`CCOc1ccc(NC(=O)CSc2ccc3nnc(-c4cccnc4)n3n2)cc1` gave CHT block inactive and KCNQ2 block inactive.
Clc1ss/c(=N\c2ccccn2)c1Cl was read as CHT block inactive and KCNQ2 block inactive.
C=CCC(=O)OCCCCCCOc1ccc(C(=O)O)cc1 was read as CHT block inactive and KCNQ2 block inactive.
For O=C(Cc1ccccc1)Nc1ccc(NC(=O)c2cccc(Cl)c2)cc1 the results were CHT block inactive and KCNQ2 block inactive.
Screening NC(=O)c1ccc(NC(=O)CSc2nnc(-c3ccncc3)n2Cc2ccco2)cc1 returned CHT block inactive and KCNQ2 block inactive.
For COC(=O)c1ccccc1-c1ccc(/C=N/NC(N)=O)o1 the results were CHT block inactive and KCNQ2 block inactive.
For O=C(NCc1ccc2c(c1)OCO2)c1cccc(N2CCCC2=O)c1 the results were CHT block inactive and KCNQ2 block inactive.
For COc1cccc(-c2cccc(NC(=O)C3CCN(Cc4cnn(C)c4)CC3)c2)c1 the results were CHT block inactive and KCNQ2 block inactive.
`COc1cc2c(cc1OC)C(C)N(C(=O)Cc1ccc(C(F)(F)F)cc1)CC2` (configuration not stated) gave CHT block inactive and KCNQ2 block inactive.

A section of the results above, for reference:
CC(=O)c1n[nH]nc1Nc1nc(C)cc(C)n1 was read as CHT block inactive and KCNQ2 block inactive.
COc1ccc(S(=O)(=O)N(C)C)cc1NC(=O)CSc1nnc(-c2cccnc2)o1 was read as CHT block inactive and KCNQ2 block inactive.
For O=C(COC(=O)CCCCCN=C1NS(=O)(=O)c2ccccc21)Nc1ccc(Cl)c(Cl)c1 the results were CHT block inactive and KCNQ2 block inactive.
For COc1ccc(NC(=O)Cc2nnc(SCC(=O)c3ccc(F)cc3)n2C)cc1 the results were CHT block inactive and KCNQ2 block inactive.
Cc1ccn2cc(-c3ccc(Br)cc3)nc2c1 was read as CHT block inactive and KCNQ2 block inactive.
COc1cc(OC)c2c(-c3ccccc3)cc(=O)oc2c1C(CC(=O)N1CCOCC1)c1ccc(N(C)C)cc1 (configuration not stated) was read as CHT block inactive and KCNQ2 block inactive.
For O=C(Nc1nnc(-c2ccco2)o1)c1cccc(Cl)c1 the results were CHT block inactive and KCNQ2 block inactive.
c1ccc2c(c1)CCCc1cc(NCCN3CCOCC3)nnc1-2 was read as CHT block inactive.
Screening CC(=O)NC(Cc1cc(C)ccc1C)C(=O)N1CCN(C(=O)c2ccc(Br)cc2)CC1 (configuration not stated) returned CHT block inactive and KCNQ2 block inactive.
For Cc1ccc(C2=NCCn3c2c2ccccc2[n+]3[O-])cc1 the results were CHT block inactive and KCNQ2 block inactive.
For CCNC(=O)NC(=O)C(C)OC(=O)c1oc2ccc(OC)cc2c1C (configuration not stated) the results were CHT block inactive and KCNQ2 block inactive.
For S=C(NC1CCCCC1)NN(c1ccccc1)c1ccccc1 the results were CHT block inactive and KCNQ2 block inactive.
For CN(C)c1oc(-c2ccc(OCc3ccc(Cl)cc3)cc2)nc1C#N the results were CHT block inactive and KCNQ2 block inactive.
Screening CCCCn1c(N)c(N(CC(C)C)C(=O)c2cccc(S(=O)(=O)N3CCCCC3)c2)c(=O)[nH]c1=O returned CHT block inactive and KCNQ2 block inactive.

Screens: PubChem, Johns Hopkins Ion Channel Center
